Screening data: PubChem BioAssay, Sanford-Burnham Center for Chemical Genomics
hIAP block: human IAP inhibition | P09923 | purified IAP, CDP-Star luminescence, 30 min | inhibition, % at 10 µM | 330,000 tested, 0.12% active | AID 2544;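 active = inhibition reaching a set limit with compound at 10 µM in the primary screen, cut at about 35% in these data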;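 note: plate controls were DMSO wells with enzyme for no effect and no-enzyme buffer wells for full effect; values of inactives mirror those of a sister screen read the other way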
Target sequence (P09923 whole entry, looked up): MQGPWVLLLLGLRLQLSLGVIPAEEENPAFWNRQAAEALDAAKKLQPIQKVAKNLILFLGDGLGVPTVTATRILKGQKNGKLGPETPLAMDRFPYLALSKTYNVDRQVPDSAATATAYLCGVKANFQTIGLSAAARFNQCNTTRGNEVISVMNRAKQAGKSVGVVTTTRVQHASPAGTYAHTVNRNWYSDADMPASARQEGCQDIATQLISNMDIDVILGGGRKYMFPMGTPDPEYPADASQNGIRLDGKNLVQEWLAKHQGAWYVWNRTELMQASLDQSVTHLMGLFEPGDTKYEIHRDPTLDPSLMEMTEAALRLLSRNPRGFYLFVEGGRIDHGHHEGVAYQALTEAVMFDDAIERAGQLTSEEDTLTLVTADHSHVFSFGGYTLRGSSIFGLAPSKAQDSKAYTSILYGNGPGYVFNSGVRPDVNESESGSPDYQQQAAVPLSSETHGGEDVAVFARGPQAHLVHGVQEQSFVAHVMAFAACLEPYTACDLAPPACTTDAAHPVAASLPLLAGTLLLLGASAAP
A3A deaminase: blocks human APOBEC3A ssDNA deamination | P31941 | recombinant A3A, FAM/TAMRA ssDNA deamination fluorescence | inhibition, % at 20 µM | 330,000 tested, 0.41% active | AID 493011;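 active = at least 40% inhibition at 20 µM here, with at most 30% in a related deaminase screen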;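 note: plate controls were A3A with DMSO for no effect and wells lacking A3A enzyme for full effect; some results filed as inactive read as strong as hits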
mIAP inh: blocks mouse intestinal alkaline phosphatase; 330,000 tested, 0.2% active; inhibition, % at 10 µM; AID 2806; purified mouse IAP, CDP-Star luminescence, 30 min;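 active = inhibition of at least 40% at 10 µM in the primary screen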;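 note: plate controls were DMSO with enzyme for no effect and no enzyme wells for full effect; values of inactives mirror those of a sister screen read the other way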
PfGluPho inh: PfG6PD (Plasmodium falciparum) enzyme inhibition; inhibition, % at 20 µM; AID 504690; PfGluPho enzyme, NADPH resazurin-diaphorase fluorescence; 350,000 tested, 0.78% active;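 active = inhibition reaching at least a set limit at 20 µM in the primary screen, cut at about 59% in these data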;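 note: 0% = DMSO wells with substrate and 100% = DMSO wells lacking glucose-6-phosphate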
ATG4B inhibitor: ATG4B (human) cysteine protease inhibition; Q9Y4P1; ATG4B cleavage of LC3-PLA2, NBD-HPC fluorescence, 1 h; inhibition, % at 8.33 µM; 340,000 tested, 0.51% active; AID 504462; in the data active = inhibition above about 40%
Target sequence (Q9Y4P1 whole entry, looked up): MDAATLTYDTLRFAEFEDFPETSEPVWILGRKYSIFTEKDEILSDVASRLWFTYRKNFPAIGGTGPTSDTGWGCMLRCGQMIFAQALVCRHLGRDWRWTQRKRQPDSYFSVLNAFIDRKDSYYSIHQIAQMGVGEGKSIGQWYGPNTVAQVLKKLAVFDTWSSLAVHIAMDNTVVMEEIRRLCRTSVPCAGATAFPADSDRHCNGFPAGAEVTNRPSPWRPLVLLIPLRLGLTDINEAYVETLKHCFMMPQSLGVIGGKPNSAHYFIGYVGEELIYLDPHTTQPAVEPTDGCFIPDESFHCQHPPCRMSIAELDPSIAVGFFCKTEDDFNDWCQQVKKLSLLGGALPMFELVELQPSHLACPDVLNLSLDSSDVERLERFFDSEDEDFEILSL
hIAP activ: human IAP activation. AID 2524. purified human IAP, CDP-Star luminescence, 30 min; stronger effect = higher value; 1 = vehicle-only enzyme, 0 = enzyme-free background. activation factor at 10 µM. 330,000 tested, 0.16% active;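 active = activation factor of the enzyme at least 2-fold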; note: the source names both 10 and 20 µM as test concentration; values of inactives mirror those of a sister screen read the other way
mIAP activ: increases mouse intestinal alkaline phosphatase activity; activation factor at 10 µM; 330,000 tested, 0.24% active; muIAP, CDP-Star luminescence, 30 min; stronger effect = higher value; 1 = vehicle-only enzyme signal, 0 = enzyme-free wells; AID 2805;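 active = activation factor of at least 2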; note: the source names both 10 and 20 µM as test concentration; values of inactives mirror those of a sister screen read the other way
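System: mouse IAP enzyme. Reagent: CDP-Star chemiluminescent phosphatase substrate. Benchmarks: DMSO wells, no-enzyme wells. Times: 30 min enzyme-substrate-compound incubation at room temperature. Detection: luminescence from enzymatic CDP-Star hydrolysis. Doses: test compounds delivered from DMSO solution.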
HKDC1 inhibitor: HKDC1 (human) hexokinase inhibition; Q2TB90; recombinant HKDC1, G6PDH/diaphorase resazurin coupled fluorescence; inhibition, % at 20 µM; 340,000 tested, 0.16% active; AID 493160;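 active = inhibition above about 35% when tested at 20 µM, limit read from the data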;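 note: plate controls were DMSO wells with enzyme for no effect and DMSO wells lacking enzyme for full effect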
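Assay system: in-house recombinant HK5 (HKDC1) enzyme. Input: HKDC1 at 5 µg/mL. Medium: Tris pH 8.0 buffer with MgCl2, Tween-20, BSA, BME. Dosing: single 20 µM dose. Schedule: 90 min reaction incubation at room temperature, dark. Signal: resazurin-to-resorufin fluorescence via G6PDH and diaphorase coupling, 525/613 nm. Controls: DMSO-enzyme wells negative, buffer-substituted wells positive.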
* hit, by the source's call; · = not tested or not shown.

cpd	structure	PfGluPho inh	mIAP inh	hIAP block	HKDC1 inhibitor	A3A deaminase	mIAP activ	ATG4B inhibitor	hIAP activ
1	NC(=O)Nc1ccccc1C(=O)N1CCC(O)(c2ccc(Cl)cc2)CC1	-6	-13	5	-14	3	1.1	7	0.95
2	O=[N+]([O-])/C(N=Nc1ccccc1)=N\Nc1ccccc1	13	0	4	-1	-3	1	-5	0.95
3	N#Cc1cnc(NOCc2ccc(Cl)cc2)nc1	0	-4	0	-3	3	1	0	1
4	CCN1C(=O)[C@H]2[C@H]3CN=C(SCC(=O)c4ccccc4)N3[C@@](C)(C(=O)OC)[C@H]2C1=O	9	6	·	-4	0	0.94	2	·
5	Cc1ccc(C)c(NS(=O)(=O)c2c(C)ccc3nsnc23)c1	23	-12	-3	4	-1	1.1	13	1
6	Cc1ccc(S(=O)(=O)CCc2nnc(N)s2)cc1C	10	6	9	-12	-2	0.94	-10	0.91
7	Cc1ccc(CN2CC(C(=O)Nc3cccc(C)n3)CC2=O)cc1 (stereo not given)	20	6	4	-3	2	0.94	-3	0.96
8	O=c1oc2ccc(C#CC3(O)CCCCC3)cc2cc1-n1cc(C2(O)CCCCC2)nn1	5	-8	-10	-3	-1	1.1	-25	1.1
9	O=C(O)c1ccc2oc(=O)c(S(=O)(=O)c3ccc(F)cc3)cc2c1	5	0	-24	-12	1	0.99	-1	1.2
10	CC(C)CN1C=C2C(=O)C(C)(OC(=O)CCc3ccccc3)C(=O)C=C2C=C1c1ccc(C#N)cc1 (stereo not given)	58	-4	-2	21	1	1	-12	1
11	Cc1ccc(C(=O)Nc2nc3ccccc3n2CCN2CCCC2)cc1	11	-12	3	-9	-3	1.1	-7	0.97
12	COc1ccccc1CNC(=O)c1ccc2ccccc2n1	14	-2	-12	-4	-1	1	-1	1.1

(further entries)
cpd	structure	PfGluPho inh	mIAP inh	hIAP block	HKDC1 inhibitor	A3A deaminase	mIAP activ	ATG4B inhibitor	hIAP activ
13	CN(C)C(CNC(=O)c1cccs1)c1ccco1 (stereo not given)	-1	-2	2	-5	-5	1	0	0.98
14	COc1cccc(-c2ccc(C#N)c(=O)[nH]2)c1	23	3	10	-12	-3	0.97	0	0.9
15	COc1ccc(/C=C(\NC(=O)c2ccc(Cl)cc2)C(=O)NCC2CCCO2)cc1OC (stereo not given)	-16	-15	-20	-6	-2	1.1	-4	1.2
16	COc1cccc(/C=N/NC(=O)CSc2cccc3cccnc23)c1	69*	-11	-10	-18	1	1.1	-14	1.1
17	COC1c2ccccc2C(=O)N1CCc1ccc(Cl)cc1 (stereo not given)	9	0	3	3	-4	1	-1	0.97
18	O=C(CSc1ccccn1)Nc1nc2ccc(Br)cc2s1	-10	13	-4	-9	-1	0.87	3	1
19	Cc1nc2ccccc2[nH]c1=O	-4	-4	-14	9	-6	1	11	1.1
20	CCOC(=O)C1(CCCc2ccccc2)CCN(C(=O)CCOC)CC1	-2	3	-26	-8	0	0.97	-5	1.3
21	COc1ccc(N(CC(=O)NCc2ccco2)S(C)(=O)=O)cc1OC	-4	6	-6	-10	-3	0.94	-2	1.1
22	O=C(NCc1ccc(C(F)(F)F)cc1)C1CC(c2cccc(F)c2)=NO1 (stereo not given)	14	-4	-14	-5	0	1	-9	1.1
23	COc1ccc(C2C(C#N)=C(N)N(c3ncn[nH]3)C3=C2C(=O)CCC3)cc1 (stereo not given)	-22	3	7	-5	0	0.97	2	0.93
24	Cc1nn(C)c(=O)n1-c1ccc(OCc2ccccc2)cc1	1	2	-9	-9	2	0.98	4	1.1

The list goes on:
cpd	structure	PfGluPho inh	mIAP inh	hIAP block	HKDC1 inhibitor	A3A deaminase	mIAP activ	ATG4B inhibitor	hIAP activ
25	Cc1cc(C(=O)CSc2nnc3ccccn23)c(C)n1-c1ccccc1	23	-1	1	5	-1	1	16	0.99
26	COC(=O)c1ccc(C2/C(=C(/O)c3ccc4c(c3)CC(C)O4)C(=O)C(=O)N2Cc2cccnc2)cc1 (stereo not given)	-18	-5	0	-2	-3	1.1	4	1
27	CC(C)CC(NC(=O)COc1ccccc1)C(=O)O (stereo not given)	-3	-3	13	6	-3	1	-3	0.87
28	C#CCOCCOCCOCCNc1nc(N2CCN(C(=O)CCCCCCCCCCNC(=O)[C@H](CCCCN)n3cc(C)nn3)CC2)nc(N2CCN(C(=O)CCCCCCCCCCNC(=O)[C@@H]([C@H](C)O)n3cc(C)nn3)CC2)n1	23	-38	-2	-7	-2	1.4	-15	1
29	COc1ccc(Nc2nc(Nc3ccc(OC)cc3)nc(SC3=NCCS3)n2)cc1	10	17	11	0	-5	0.83	-3	0.89
30	Cc1cccc(/C=N\NC(=O)c2ccc(Cl)cc2)c1O	-21	3	-41	-14	0	0.97	4	1.4
31	COc1ccc(CNC(=O)CCSCc2ccccc2Cl)c(OC)c1	1	1	1	-5	-2	0.99	13	0.99
32	O=c1[nH]c(SCCOc2ccccc2F)nc2ccccc12	16	3	-3	-2	-4	0.97	0	1
33	O=C(NCc1ccc(OC(F)(F)F)cc1)C12CN(Cc3ccccc3)CC1C(c1cccc([N+](=O)[O-])c1)=NO2 (stereo not given)	-11	0	7	-2	0	0.99	0	0.93
34	CCN(CC(=O)NCCc1ccc(F)cc1)Cc1nc2ccccc2c(=O)[nH]1	15	-10	-60	-4	-1	1.1	-7	1.6
35	CC(=O)Nc1ccc(S(=O)(=O)N2CCN(C(=O)c3ncoc3-c3ccccc3)CC2)cc1	-12	4	8	3	1	0.96	6	0.92
36	CCn1nc(C)c(C(=O)Nc2cc(Oc3cc(C)cc(C)c3)cc([N+](=O)[O-])c2)c1C	43	12	-1	0	-3	0.88	7	1

2 successive compounds out of the list so far, quoted:
cpd	structure	PfGluPho inh	mIAP inh	hIAP block	HKDC1 inhibitor	A3A deaminase	mIAP activ	ATG4B inhibitor	hIAP activ
1	NC(=O)Nc1ccccc1C(=O)N1CCC(O)(c2ccc(Cl)cc2)CC1	-6	-13	5	-14	3	1.1	7	0.95
2	O=[N+]([O-])/C(N=Nc1ccccc1)=N\Nc1ccccc1	13	0	4	-1	-3	1	-5	0.95

Following part
cpd	structure	PfGluPho inh	mIAP inh	hIAP block	HKDC1 inhibitor	A3A deaminase	mIAP activ	ATG4B inhibitor	hIAP activ
37	Cc1csc(=O)n1CCC(=O)O	-14	-11	-13	-1	6	1.1	0	1.1
38	CCOc1ccccc1-c1cc(C(=O)N2CCOCC2)c2ccccc2n1	-2	2	13	-7	-3	0.98	-2	0.87
39	CC1CCN(C(=O)c2ccc3c(c2NCCO)C(=O)c2ccccc2C3=O)CC1	-18	11	-14	17	2	0.89	12	1.1
40	O=C(CSCC(=O)N1CCCCC1)OCC(=O)c1c[nH]c2ccccc12	-9	3	8	2	1	0.97	-1	0.92
41	COC(=O)c1cc(OC(=O)c2ccc(=O)[nH]c2)cc(C(=O)OC)c1	9	11	9	5	4	0.89	-2	0.91
42	O=C(CCN1C(=O)C2CC=C(Cl)CC2C1=O)NCc1ccco1 (stereo not given)	4	-1	15	1	1	1	-5	0.85
43	CCc1ccc(-c2cc(C)no2)cc1S(=O)(=O)NCCCN1CCN(c2ccccc2)CC1	14	1	-12	-1	-3	0.99	-14	1.1
44	Cc1ccc(N(CC(=O)NC2CCCC2)C(=O)Cn2nnc(-c3ccccc3F)n2)cc1	-2	-4	-12	-5	-6	1	-5	1.1
45	CC1(c2ccccc2)NC(=O)N(CC(=O)NCc2ccc3c(c2)OCO3)C1=O (stereo not given)	-18	4	8	2	-2	0.96	6	0.93
46	Cc1ccc2nc(/C=C/c3cccc(F)c3)ccc2c1	33	1	17	0	1	0.99	-5	0.83
47	Cc1csc(NC(=O)CSc2ccc(-c3ccccc3)nn2)n1	-4	6	3	0	2	0.94	-2	0.97
48	COC(=O)C1CCN(C(=O)COC(=O)CNS(=O)(=O)c2ccc(SC)c([N+](=O)[O-])c2)CC1	1	5	5	-1	18	0.95	5	0.95

(next part)
cpd	structure	PfGluPho inh	mIAP inh	hIAP block	HKDC1 inhibitor	A3A deaminase	mIAP activ	ATG4B inhibitor	hIAP activ
49	CC(C)CNC(=O)COC(=O)c1ccccc1SCC(=O)NCC(C)C	7	-4	-6	-7	2	1	-2	1.1
50	Cc1cc(/C=C2\C(=N)N3N=CSC3=NC2=O)c(C)n1Cc1ccccc1	-38	7	0	12	2	0.93	-3	0.99
51	COC(=O)[C@@]1(Cc2ccc(OC)cc2)[C@H]2c3cc(C(=O)N(C)C)n(Cc4ccc(OC(F)(F)F)cc4)c3C[C@H]2CN1C(=O)c1ccccc1	25	3	-6	4	3	0.97	-19	1.1
52	Cn1c(N)c(C(=O)COC(=O)CCCc2c[nH]c3ccccc23)c(=O)n(C)c1=O	2	2	-2	0	1	0.98	-15	1
53	Cc1ccccc1NC(=S)N(C)Cc1cn(C)c2ccccc12	-3	8	13	-8	-2	0.92	10	0.87
54	O=C(CSc1nnc(-c2cccs2)n1-c1ccccc1)NCC1CCCO1 (stereo not given)	-30	-1	-5	-4	-3	1	-4	1
55	CC(C)C(NC(=O)OCc1ccccc1)C(=O)OCC(=O)NC1CC1 (stereo not given)	-10	-6	-10	-9	3	1.1	5	1.1
56	O=[N+]([O-])c1ccc(N2CCN(S(=O)(=O)c3ccccc3)CC2)cc1NCc1ccco1	·	20	9	·	7	0.8	·	0.91
57	CC(=O)Nc1ccc(-c2csc(NC(=O)Cc3cccc(F)c3)n2)cc1	5	-15	-24	-1	2	1.1	0	1.2
58	CCC(O)CNc1nc(SC)nc2sc3c(c12)CCN(C)C3 (stereo not given)	-10	-4	17	-7	9	1	0	0.83
59	O=C(O)CCCn1cc(NC(=O)COc2ccc([N+](=O)[O-])cc2)cn1	13	6	0	-1	-2	0.94	3	1
60	COc1cccc(Nc2nc(N)nc(C(F)(F)F)n2)c1	7	-1	-18	2	-1	1	-1	1.2
61	CCCOc1ccc(C(=O)c2ccccc2C(=O)OC2CCOC2=O)cc1OCCC (stereo not given)	-3	2	4	-4	0	0.98	-10	0.96
62	CC(=O)Nc1ccc([N+](=O)[O-])cn1	-9	-6	-9	2	-6	1.1	4	1.1
63	COc1ccc(-c2coc3c(CN4CCCCC4C)c(O)ccc3c2=O)cc1 (stereo not given)	4	0	3	0	1	1	1	0.97
